Bioassay records as filed in PubChem.
TRPV1 agonist = HTS Assay for Compounds that Act as Agonists of the Vanilloid Receptor 1; activation, % at 8.33 µM; Transient receptor potential cation channel subfamily V member 1 (Homo sapiens), Q8NER1; AID 540275, 2011; TRPV1-expressing cells, Fluo-8 calcium influx, agonist mode; hit rate 0.19% among 320,000; in the data active means activation above about 80%; inconclusive means between about 30% and that limit; further: 0% is about no effect
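Cells expressing TRPV1 were dye-loaded with Fluo-8 and read kinetically: 10 s baseline, 3 min after compound (agonist portion), then 2 min after EC20 capsaicin (allosteric enhancer portion). Calcium-bound dye fluorescence at 480/520 nm.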
MBNL1-CUG inh = qHTS Assay for Inhibitors of MBNL1-poly(CUG) RNA binding; Muscleblind-like protein 1 (Homo sapiens), Q9NR56; TR-FRET MBNL1-His/biotin-(CUG)12 binding, 665/545 ratio; Potency, µM (top dose mostly 57.5 µM), for the others: at the highest dose activity change, negative = inhibition, hits mostly inhibitors; hit rate 0.036% among 280,000; AID 2675, 2010; active means well fitted inhibition curve with a large enough effect in the signal ratio, with a control signal flat, not every such curve was filed as active; inconclusive means small, poorly fitted or top-dose-only effect, or effect the other way, or a change in a side signal; inactive means no such curve, though single readings can be large or run the other way; the % refers to the signal ratio; further: potency means the concentration at half of the fitted maximal effect; on the % scale 0 is the no-effect control and ±100 the full control effect
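MBNL1-His + Biotin-(CUG)12, cpd titration 92 nM–58 uM; Tb anti-His Ab 0.055 ng/ul, SA-XL665 5 nM (final); 60 min RT; ratiometric 665/545 nm, Ex 340 nm; normalized to buffer and full-complex controls.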
hERG WT inh = qHTS for Inhibitors of KCHN2 3.1: Wildtype qHTS; U2OS, BacMam KCNH2, thallium flux FluxOr; hits give low values; activity change, % at 1.84 µM; Voltage-gated inwardly rectifying potassium channel KCNH2 (Homo sapiens), Q12809; hit rate 0.37% among 340,000;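 active means maximum activity change below -70%; inconclusive means maximum activity change between -70% and -50%; inactive means maximum activity change above -50%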; further: on the % scale 0 is the no-effect control and ±100 the full control effect
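U2OS cells transduced with wild-type KCNH2 virus are loaded with FluxOr dye for 45 min, and thallium flux is measured in kinetic reads before and after stimulation buffer. Rate constants are normalized to DMSO controls.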
Coupling enz = qHTS Assay for Inhibitors of Fructose-1,6-bisphosphate Aldolase from Giardia Lamblia: Coupling assay counterscreen. hit rate 0.67% among 290,000. coupling enzyme system counterscreen, AmpLite Red fluorescence. activity change, negative = inhibition, % at 58.2 µM, hits read low; in the data active means activity change below about -30%; further: on the % scale 0 is the no-effect control and ±100 the full control effect
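Fluorescence at 525 nm excitation and 598 nm emission measured inhibition of the coupled detection system without aldolase. Compounds (at 57.5 uM final) were preincubated 10 min at room temperature with coupling enzyme reagent before a 20 min substrate/AmpLite Red step.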
Integrin act MD = qHTS for Activators of Integrin-Mediated Alleviation for Muscular Dystrophy; alpha7betagal myoblasts, beta-gal FDG fluorescence, 48 h; hit rate 0.064% among 350,000; Potency, µM (top dose mostly 38.3 µM), without a hit: at the top dose activation, most hits filed as activators;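 further: potency means the concentration at half of the fitted maximal effect; 100% = response of the positive control SU9516; nearly all actives have a fitted effect of over 60% in size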
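alpha7betagal+/- myoblasts (passage 13, 250/well) treated 48 h at 37C with compounds at 1:260 dilution of DMSO stock. Lysed, then beta-galactosidase activity read as FDG fluorescence (ex 480/em 540) after 30 min, with pre-read for autofluorescence.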
S-ASM inh = Inhibitors of Secretory Acid Sphingomyelinase (S-ASM): qHTS; Potency, µM (doses to about 57.5 µM), without a hit: at the highest dose activity change, negative = inhibition, most hits filed as inhibitors; placental ASM, HMU-PC fluorogenic substrate, 60 min; Sphingomyelin phosphodiesterase (Homo sapiens), P17405; hit rate 0.006% among 340,000; further: potency means the concentration at half of the fitted maximal effect
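Human placenta-derived ASM enzyme was preincubated with compound for 10 minutes at room temperature, then given fluorogenic substrate HMU-PC0 (9 uM final) for 60 minutes at 37 °C; a pH 10 stop preceded fluorescence reading at Ex 386/Em 447 nm.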
MLL CXXC-DNA inh = qHTS Fluorescence Polarization Assay for Inhibitors of MLL CXXC domain - DNA interaction. Histone-lysine N-methyltransferase 2A (Homo sapiens), Q03164. MLL-CXXC / FITC-HOXA9 DNA fluorescence polarization. Potency, µM (highest dose often 115 µM), for inactives: at the highest dose activity change, negative = inhibition, usual class: inhibitors. hit rate 0.037% among 290,000; active means well fitted inhibition curve with a large enough effect in the polarisation, with a control signal flat, not every such curve was filed as active; inconclusive means small, poorly fitted or top-dose-only effect, or effect the other way, or a change in a side signal; inactive means no such curve, though single readings can be large or run the other way; the % refers to the polarisation; further: potency means the concentration at half of the fitted maximal effect
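Steps: dispense CXXC domain solution (7 uM) → pin compounds or unlabeled HOX-A9 DNA control → 5 min ambient → add FLSN-HOX-A9 solution (50 nM) → spin → 30 min ambient → fluorescence polarization. Tris pH 7.5/NaCl/DTT/BSA buffer.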
GALK inh = qHTS Assay for Inhibitors of Human Galactokinase (GALK); Purified GALK, Kinase-Glo residual ATP luminescence; Potency, µM (titrated, usually from 57.5 µM), without a hit: top-dose activity change, negative = inhibition, most hits filed as inhibitors; hit rate 0.007% among 270,000; AID 1868, 2009; further: potency means the concentration at half of the fitted maximal effect; on the % scale 0 is the no-effect control and ±100 the full control effect
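Kinase-Glo Plus luminescence measured ATP left after a 1 h room-temperature reaction. The reaction used 5 nM GALK, 100 uM galactose and 35 uM ATP at pH 8.0 (20 mM HEPES, 5 mM MgCl2, 60 mM NaCl, 1 mM DTT, 0.01% BSA).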
KCNH2 3.1 inh = qHTS for Inhibitors of KCHN2 3.1: Mutant qHTS; U2OS KCNH2 3.1, thallium flux FluxOr; hits give low values; activity change, % (tested at about 1.8 µM); hit rate 0.95% among 340,000;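 active means maximum activity change below -70%; inconclusive means maximum activity change from -70% to -50%; inactive means maximum activity change above -50%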;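 further: thallium influx rate constant from kinetic fluorescence after stimulation buffer; on the % scale 0 is the no-effect control and ±100 the full control effect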
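Thallium flux read-out: FluxOr dye with Red40 quencher in HBSS/HEPES, 45 min at RT. Rate constants from kinetic reads were normalized to positive and negative DMSO controls. Cells: U2OS virally expressing the 3.1 isoform.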
A-T KAP1 phos = qHTS Assay for Identifying a Potential Treatment of Ataxia-Telangiectasia | […] A-T fibroblasts, KAP-1 phosphorylation AlphaLISA; neocarzinostatin DNA damage 30 min before lysis | Potency, µM (highest dose often 57.5 µM), inactives show at the highest dose activation, hits mostly activators | hit rate 0.19% among 320,000; further: potency means the concentration at half of the fitted maximal effect; % of control where 0% means no effect; nearly all actives have a fitted effect of over 45% in size
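ATM-like activity read as KAP-1 phosphorylation via AlphaLISA donor/acceptor antibody pairs after lysis and 6 hr at 25C. Cells were ATM-null patient fibroblasts ([…], hTERT), dosed 60 min, then exposed to the DSB inducer NCS for 30 min.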
An asterisk follows results filed as active; ? = inconclusive; . = no result given; & = joins results of further samples; [ ] = remark or other dose. Unless noted, the call rests on the fitted dose curve; in most records, active means well fitted curve in the direction sought with a large enough effect; inconclusive means small, poorly fitted or top-dose-only effect, or another doubt; inactive means no such curve, though single readings can be large; an effect the other way counts as inactive or inconclusive. Hits appear at their usual frequency, and some 2% of all compounds hit somewhere here.

SMILES | TRPV1 agonist | MBNL1-CUG inh | hERG WT inh | Coupling enz | Integrin act MD | S-ASM inh | MLL CXXC-DNA inh | GALK inh | KCNH2 3.1 inh | A-T KAP1 phos
O=C1C2CC(O)CN2C(=S)N1Cc1ccccc1 (stereo not drawn) | -10 | -7% | 4 | -2 | 17% | -3% | -17% | -2% | -1 | 4%
COc1ccc(N(Cc2ccccc2)C(=O)OC(C)(C)C)c(C(=O)N(C)OC)c1 | . | . | 8 | . | -30% | -1% | . | . | 5 | -29%
O=C(c1cccs1)N(Cc1cccc(F)c1)C1CCS(=O)(=O)C1 (stereo not drawn) | -5 | -4% | -1 | . | 7% | 0% | 0% | 0% | 15 | 5%
O=C(NC1=NCCS1)c1ccccc1 | 3 | -9% | 1 | 1 | 8% | 4% | -1% | . | 1 | 13%
Clc1nc(-c2ccccc2)c2ccccc2n1 | 2 | 26% | -2 | 1 | -30% | -3% | 2% | 0% | -4 | -2%
CCOC(=O)N1CCN(S(=O)(=O)c2ccc(C(=O)Nc3nnc(C)o3)cc2)CC1 | -1 | 5% | -5 | 5 | 3% | 10% | -1% | 1% | 4 | -8%
O=C(NCc1ccco1)c1ccc2c(=O)n(Cc3ccco3)c(SCC(=O)N3CCCC3)nc2c1 | 0 | 0% | 7 | 5 | 10%[7.66 µM] | 5% | 1% | 0% | -19 | .
CCn1cc(C(=O)Nn2cnnc2)c(=O)c2ccc(C)nc21 | 0 | -19% | 24 | 4 | -4% | -3% | -1% | -3% | -3 | 6%
CN(CC(=O)Nc1cccc(F)c1)C(=O)c1ccncc1 | -4 | -11% | -5 | -1 | 26% | 1% | ? | -4% | 5 | 7%
COc1ccccc1C(=O)n1nc(-c2ccco2)nc1SC | 1 | 2% | -4 | -3 | 9% | 0% | 50%[activator] | -1% | -13 | 11%
O=C1N(C2CCCC2)C[C@@H]2C[C@@H](c3cccn3-c3nccs3)N3CCC[C@@]123 | 2 | 8% | 52 | 1 | 8% | 8% | 6% | -1% | 12 | 4%
O=C(C1CCCN(Cc2ccc([N+](=O)[O-])cc2)C1)N1CCCCC1 (stereo not drawn) | 16 | ? | -3 | 0 | -16% | 5% | -7% | 2% | 0 | -2%
CCOc1ccc(S(=O)(=O)NCc2csc(C)n2)cc1 | 0 | -4% | 3 | -7 | -4% | -2% | 1% | 2% | -11 | 5%
C[C@H](CO)N1C[C@H](C)[C@@H](CN(C)S(C)(=O)=O)Oc2c(NC(=O)Nc3ccc4c(c3)OCO4)cccc2C1=O | . | . | 0 | . | 3% | 10% | . | . | -2 | 2%
O=C(O)Cn1c(SCCOc2ccc(Cl)cc2)nc2ccccc21 | 2 | -6% | 3 | 1 | 35% | 10% | -2% | 7% | 2 | 2%
O=C(C[C@H]1C/C=C\C[C@H](Cc2ccc(F)cc2)C(=O)OCCNC1=O)NCCO | . | . | -4 | . | 19% | -1% | . | . | -6 | 0%
CS(=O)(=O)c1ncc(CO)n1Cc1ccccc1 | 1 | -3% | -13 | -4 | 25% | 2% | -7% | 0% | 14 | 1%
CCCCNC(=O)COC(=O)c1cc(F)c(F)cc1Cl | 26 | 3% | -32 | 2 | -5% | 2% | 13% | 0% | 2 | -6%
O=C(CSc1nnc(-c2ccc(O)cc2)o1)NNC(=O)c1ccncc1 | 1 | -3% | 14 | -3 | -11% | 3% | 23% | -2% | 12 | -4%
Nc1cccc(Oc2c(F)c(F)c(Oc3cccc(N)c3)c(F)c2F)c1 | 7 | -1% | 0 | -1 | 1% | -4% | 14% | -7% | 5 | 18%
CCCCN(C(=O)COC(=O)COc1c(C)cc(C)cc1C)c1c(N)n(CCC)c(=O)[nH]c1=O | -1 | . | 3 | . | -4% | 0% | . | . | -24 | 2%
O=c1[nH]cc(S(=O)(=O)c2ccccc2)[nH]1 | -1 | 1% | 2 | 1 | 5% | 12% | -8% | 0% | 16 | -2%
COc1cccc(-c2nn(-c3ccccc3)cc2CN(C)Cc2c(C)nc3ccccn23)c1 | 10 | 7% | 4 | -1 | 20% | -1% | 4% | 5% | ? | 3%[11.5 µM]
CCOP(=O)(c1ccc(N(C)C)cc1)C(O)c1ccc(Cl)cc1 (stereo not drawn) | 4 | 11% | -27 | 7 | -1%[7.66 µM] | -5% | -5% | 4% | -8 | -5%
O=C1OCCN1C(=O)[C@H]1[C@H](c2ccc([N+](=O)[O-])cc2)C(c2cccc(Cl)c2)=NN1c1ccccc1 | 0 | 5% | 3 | -1&-4 | 20% | -11% | 17% | . | 5 | 4%

(more compounds)
SMILES | TRPV1 agonist | MBNL1-CUG inh | hERG WT inh | Coupling enz | Integrin act MD | S-ASM inh | MLL CXXC-DNA inh | GALK inh | KCNH2 3.1 inh | A-T KAP1 phos
CC(C)n1ncc2c(C(=O)N3CCN(c4ccc(F)cc4)CC3)cc(-c3ccccc3)nc21 | 14 | . | -3 | . | 33% | -6% | . | . | -10 | 2%
Cn1nccc1C(=O)NC1CCCc2c1cnn2-c1ccc(F)cc1F (stereo not drawn) | ? | -2% | -10 | . | -45%[inhibitor] | 4% | 1% | -4% | 4 | 4%
Cn1cccc1C(=O)/C(C#N)=C/c1ccc(F)cc1 | 0 | 3% | -3 | 1 | -5% | 4% | ? | -4% | 17 | 19%
CCOC(=O)c1c(NC(=O)CSc2nc3ccc(OC)cc3[nH]2)sc2c1CC(C)(C)NC2(C)C | 15 | . | 6 | . | -54%[inhibitor] | -3% | . | . | 5 | -4%
COc1ccc2nc(C)cc(SCC(=O)N/N=C/c3ccccc3)c2c1 | 15 | . | 2 | -7 | -40% | -6% | 5% | -1% | -12 | -5%
O=C(NCc1ccco1)NC1CCCCC1 | 0 | 0% | -7 | -1 | 25% | 4% | 11% | 0% | 2 | .
CCCSc1ccc(C(=O)Nc2ccc(Cl)cc2)cn1 | ? | 8% | 3 | 1 | 5% | -2% | 4% | -1% | 1 | -3%
CCC(C)NC(=S)N(Cc1cc2cc(C)ccc2n2nnnc12)CC(C)(C)NC(C)C (stereo not drawn) | 0 | -4% | 1 | 0 | -14% | 0% | 21% | -2% | 1 | 2%
O=S(=O)(NCc1nnc2ccccn12)c1ccc(F)cc1 | -1 | . | -8 | . | 1% | 4% | . | . | -3 | 2%
CC(=O)Nc1ccc(NC(=O)CSC2=NS(=O)(=O)c3cc(Cl)ccc3N2)cc1 | 1 | . | 6 | . | 18% | 4% | . | . | 5 | 5%
Cn1sc(NC(=O)c2ccccc2Cl)nc1=O | 0 | -14% | -4 | 1 | -13% | 3% | 15% | 2% | -1 | -4%
O=C(NC1CCCCC1)[C@@H]1CSC2c3ccccc3C(=O)N21 (stereo partly drawn) | 3 | -6% | 8 | 4 | 8% | -1% | 30% | 0% | 23 | -6%
CC(=O)NS(=O)(=O)c1ccc(N=NN2CCCCCC2)cc1 | 1 | -12% | -12 | 7 | -3% | 7% | -17% | 5% | 9 | -3%
O=C(N/N=C/c1ccc([N+](=O)[O-])s1)c1cccc(Br)c1 | 4 | ? | -16 | -1 | -60%[inhibitor] | -1% | 1% | 0% | 0 | .
CCOCCCNCc1cccc(OCc2ccc(F)cc2)c1 | -2 | -5% | 3 | 4 | 0% | 5% | 3% | 1% | -3 | -8%
Cc1c(C(=O)NNC(=S)NCc2ccc(Cl)cc2)oc2ccccc12 | 8 | -5% | -12 | . | -3% | -3% | 36%[activator] | -5% | -8 | 9%
N#Cc1c(NC(=O)c2cc(-n3cnnc3)ccc2Cl)sc2c1CCCC2 | 1 | ? | 14 | 1 | -16% | -28% | 14% | 0% | 10 | 0%
COc1ccnc(Oc2ccc(F)cc2)c1C(=O)N/C=N/OCc1ccc(Cl)cc1Cl | 5 | 0% | -21 | 1 | 0% | -3% | -3% | -1% | 6 | 5%
